Assay outcomes (PubChem BioAssay)
All columns: NCI-60 one-dose screen, growth in % after 48 h at 10 µM unless noted; 100 = growth as untreated, 0 = no growth, -100 = all killed.
M14 – M14 melanoma. 80,000 tested, 6.2% active
A549/ATCC – A549/ATCC NSCLC; 81,000 tested, 3.7% active; AID 1794740
EKVX – EKVX NSCLC; 71,000 tested, 3% active; AID 1794765
HOP-92 – HOP-92 NSCLC cells; 71,000 tested, 6.3% active; AID 1794738
SK-MEL-28 – SK-MEL-28 melanoma | AID 1794761 | 81,000 tested, 4.1% active
CCRF-CEM – CCRF-CEM leukemia. 77,000 tested, 7% active
SK-MEL-5 – SK-MEL-5 melanoma; 80,000 tested, 6.4% active; AID 1794755
HOP-62 – HOP-62 NSCLC; 80,000 tested, 3.9% active; AID 1794735
Numbers without * were called inactive; nt = not tested or not shown; & = joins results of further samples; [ ] = another dose, or the depositor's remark. Rule for the calls: active = growth percent below 10; inactive = the rest.

SMILES	M14	A549/ATCC	EKVX	HOP-92	SK-MEL-28	CCRF-CEM	SK-MEL-5	HOP-62
CCn1c(C)c(C(=O)C(=O)N(C)C)c2ccccc21	105.6	97.2	103.7	107.1	112.6	94.0	98.9	108.5
O=C(Cc1ccc(/C=C/C(=O)c2ncc[nH]2)cc1)Nc1ccc(Cl)cc1	63.6	33.2	65.2	76.0	67.9	-6.4*	52.5	8.2*
CC1(C)NC(=S)NC1=S	114.1&101.8	97.7&100.4	109.8&108.6	101.5&105.9	113.5&103.9	100.5&114.0	106.6&113.6	100.3&104.6
CC(O)C1OC(O)C2OC(C)(C)OC12 (stereo unspecified)	104.4	109.3	104.5	116.8	109.3	106.4	102.5	111.9
O=C1OCN(c2cccc(Cl)c2)c2ccccc21	107.6	79.5	80.3	99.5	101.2	108.6	100.9	87.7
CCN(CC)CCN1C(=O)c2ccccc2S1(=O)=O	115.7	95.2	92.3	64.2	113.7	99.1	109.4	106.4
CC(C)C1CCC(=O)CC1	108.1	95.4	101.2	91.4	112.6	118.6	103.7	103.6
CSc1nc(Nc2ccc(NC(C)=O)cc2)c(C#N)c(-c2cccc([N+](=O)[O-])c2)n1	104.9	101.4	91.7	94.7	111.7	101.1	96.2	94.2
Cc1c(C(=O)N[C@@H](Cc2ccccc2)C(=O)C(N)=O)[nH]c2ccccc2c1=O	108.7	100.6	104.1	107.5	103.8	96.5	105.4	114.4
O=C1/C(=C/C2=Cc3ccccc3OC2)SC(=S)N1Nc1ccccc1	55.6	72.6	35.7	33.8	75.3	64.9	48.1	83.7
Nc1nc(Nc2ccc(Cl)cc2)c2c(n1)-c1ccoc1CC2	90.5	92.4	70.0	98.8	84.2	91.6	90.2	92.1
COc1cc(NCCCCN=C(N)N)c2ncccc2c1	96.5	86.8	65.2	68.8	98.9	90.7	89.2	80.9
COc1ccc(/C=C(\C#N)n2nnc3cc(NC(=O)c4ccccc4SC)ccc32)cc1	83.0	91.7	83.1	72.5	85.0	81.3	82.3	64.2
COc1ccc(-c2cc3c(SCC(=O)Nc4cc(C(F)(F)F)ccc4Cl)nccn3n2)cc1	102.9	97.3	nt	136.7	104.0	100.2	92.1	95.2
CCCCCCCCCCCCNC(=S)NCCCCCCCCCCCC	103.3	100.8	99.1	97.6	109.3	101.5	100.2	107.9
CCCn1cc2c(=O)nc3sc(Cc4cccc(C(F)(F)F)c4)c(C)n3c2n1	106.4	80.6	96.2	87.0	130.1	87.0	95.1	85.5
Cc1[nH]c(C(=O)Nc2nc3ccc(NC(=O)CCN)cc3s2)c(Cl)c1Cl	44.1	95.8	76.3	73.9	97.8	15.3	83.8	74.6
CC1(C)CC[C@]2(C(=O)O)CC[C@]3(C)[C@H](CC[C@@H]4[C@@]5(C)CCC(=O)C(C)(C)[C@@H]5CC[C@]43C)[C@H]2[C@H]1OC(=O)C(F)(F)F	-35.2*[100 µM]	-52.7*[100 µM]	-69.6*[100 µM]	-79.6*[100 µM]	-58.5*[100 µM]	-25.0*[100 µM]	-94.2*[100 µM]	-79.6*[100 µM]
Cc1ccc(C2CC3c4ccccc4C2C2CCCCN32)cc1 (stereo unspecified)	94.5	89.9	nt	85.4	96.4	92.2	76.4	98.6
N[C@@H](C[C@H]1CO1)C(=O)O	96.9[20 µM]	99.5[20 µM]	103.2[20 µM]	93.9[20 µM]	105.7[20 µM]	102.9[20 µM]	100.1[20 µM]	94.1[20 µM]
COC(=O)c1c(C)c(C)cc(C)c1C	98.4	97.5	nt	nt	110.5	96.5	99.9	99.6
Cc1cc2nc(-c3ccccc3Br)n3c(=O)cc(C)n3c2cc1C	119.2	86.4	nt	nt	94.5	97.7	89.7	108.7
NC(=O)c1ccc(N=C(N)N=C(N)N)cc1	110.1	nt	73.5	83.2	110.9	99.6	93.6	87.2
COc1nc(/C=C\Nc2ccc3c(c2)OCCOCCOCCOCCO3)nc(OC)n1	96.4	99.2	91.8	95.7	104.5	118.0	97.5	108.6
CCSc1cc(Cl)nc(N)n1	100.6	100.9	97.7	91.1	104.4	93.3	104.1	92.6
COc1ccc(N2C(=O)C(OC)C2c2ccc(C)cc2)cc1 (stereo unspecified)	107.2	97.1	99.4	92.4	110.4	106.2	106.6	106.9
Cc1cc(OC(=O)c2c(-c3ccccc3)noc2C)n(-c2ccc(NC(=O)c3c(-c4ccccc4)noc3C)cc2)n1	96.4	102.5	119.0	50.2	104.7	48.7	91.7	88.1
COCC(O)CN1CCN(C)CC1 (stereo unspecified)	102.1	108.4	103.5	102.1	108.9	104.2	114.0	91.5
Cc1cc(O)cc(C)c1Cl	106.5&97.7	115.7	103.4&109.5	73.0&99.2	113.5&113.8	74.0&96.2	119.9&108.2	97.6&101.8
O=C(O)c1nc2ccccc2[nH]1	101.9	105.6	100.1	91.3	104.4	111.3	102.0	92.3

An excerpt from above in order of SMILES length, falling:
SMILES	M14	A549/ATCC	EKVX	HOP-92	SK-MEL-28	CCRF-CEM	SK-MEL-5	HOP-62
COc1ccc(/C=C(\C#N)n2nnc3cc(NC(=O)c4ccccc4SC)ccc32)cc1	83.0	91.7	83.1	72.5	85.0	81.3	82.3	64.2
O=C(Cc1ccc(/C=C/C(=O)c2ncc[nH]2)cc1)Nc1ccc(Cl)cc1	63.6	33.2	65.2	76.0	67.9	-6.4*	52.5	8.2*
COc1nc(/C=C\Nc2ccc3c(c2)OCCOCCOCCOCCO3)nc(OC)n1	96.4	99.2	91.8	95.7	104.5	118.0	97.5	108.6
O=C1/C(=C/C2=Cc3ccccc3OC2)SC(=S)N1Nc1ccccc1	55.6	72.6	35.7	33.8	75.3	64.9	48.1	83.7
COc1ccc(N2C(=O)C(OC)C2c2ccc(C)cc2)cc1 (stereo unspecified)	107.2	97.1	99.4	92.4	110.4	106.2	106.6	106.9
CCCCCCCCCCCCNC(=S)NCCCCCCCCCCCC	103.3	100.8	99.1	97.6	109.3	101.5	100.2	107.9
O=C1OCN(c2cccc(Cl)c2)c2ccccc21	107.6	79.5	80.3	99.5	101.2	108.6	100.9	87.7
N[C@@H](C[C@H]1CO1)C(=O)O	96.9[20 µM]	99.5[20 µM]	103.2[20 µM]	93.9[20 µM]	105.7[20 µM]	102.9[20 µM]	100.1[20 µM]	94.1[20 µM]
COCC(O)CN1CCN(C)CC1 (stereo unspecified)	102.1	108.4	103.5	102.1	108.9	104.2	114.0	91.5
CCSc1cc(Cl)nc(N)n1	100.6	100.9	97.7	91.1	104.4	93.3	104.1	92.6
CC(C)C1CCC(=O)CC1	108.1	95.4	101.2	91.4	112.6	118.6	103.7	103.6

Continuation.
SMILES	M14	A549/ATCC	EKVX	HOP-92	SK-MEL-28	CCRF-CEM	SK-MEL-5	HOP-62
N#CC1=C(N)Oc2c(c(N)nn2-c2ccccc2)C1c1ccc(Cl)cc1Cl (stereo unspecified)	96.7	107.7	91.2	86.9	103.8	95.6	100.5	92.8
CSc1nnc(-c2cc(-c3ccccc3)nc3ccccc23)o1	98.8	63.6	84.2	72.0	98.4	48.0	70.9	96.8
Cc1c([N+](=O)[O-])cc(C(=O)O)cc1[N+](=O)[O-]	108.8	106.2	91.4	86.1	104.0	106.2	106.2	95.6
O=C(N/N=c1/oc2ccccc2cc1-c1cc2ccccc2[nH]1)c1ccc(Cl)cc1	91.6	94.4	100.8	76.0	102.7	88.0	101.4	87.0
Nc1ccc(/C(=N/NC(=O)C(=O)N/N=C(\c2ccccc2)c2ccc(N)cc2)c2ccccc2)cc1	98.6	103.6	113.1	65.6	104.3	93.6	nt	91.1
CCOC(=O)/C(C)=N\NC(N)=S	110.7	94.3	98.9	80.8	104.9	106.3	95.2	101.3
N#Cc1c(-c2ccc(Cl)cc2)nc(NN=Cc2cccc([N+](=O)[O-])c2)nc1N1CCOCC1	83.6	72.8	66.2	71.3	89.8	74.7	85.1	91.3
CCOC(=O)c1c[nH]n2c(=S)ncnc12	102.9	105.6	107.8	112.6	107.6	100.9	105.5	89.8
COC(=O)CCC1=C(C)C2=NC1=CC1=NC(=CC3=NC(=Cc4[nH]c(/c(=C(/C)O)c4C)=C2)C(C(C)=O)=C3C)C(C)=C1CCC(=O)OC	107.9	88.6	99.7	88.2	114.7	101.2	103.5	98.8
O=C1NC=C(C(=O)c2cc3ccccc3oc2=O)C(c2ccc(O)cc2)N1 (stereo unspecified)	96.5	105.6	107.3	nt	113.9	102.1	103.2	105.6
CCN1CCN(C(=O)[C@]23CC[C@@H](C)[C@H](C)[C@@H]2C2=CC[C@@H]4[C@@]5(C)C/C(=C/c6ccccn6)C(=O)C(C)(C)[C@@H]5CC[C@@]4(C)[C@]2(C)CC3)CC1	101.2	94.8	95.2	83.4	99.5	93.6	97.9	99.7
O=C(O)c1c2c(nc3ccccc13)/C(=C/c1ccc(O)cc1)CCC2	104.8	94.9	118.6	54.1	119.8	100.9	115.4	87.1
COc1ccc(/C=C/C(=O)c2ccc(NC(=O)c3ccccc3CN3C(=O)c4ccccc4C3=O)cc2)cc1	90.1	72.5	89.0	79.4	112.3	77.4	94.0	84.5
Cc1ccc(S(=O)(=O)N/N=C/C(O)C(O)C(O)C(O)CO)cc1 (stereo unspecified)	96.8	105.0	nt	110.3	102.1	90.0	99.3	105.7
CC(=O)Nc1ccc2c(c1)C(=O)c1ccc(Cl)cc1-2	101.2	96.7	90.4	91.6	107.2	88.6	99.1	98.8
O=C(NNC(=O)c1cccc2ccccc12)c1cccc(F)c1	101.2	99.6	106.5	104.0	102.4	95.0	108.7	103.1
ClCc1ccc(Sc2ccccc2)cc1	97.0	94.3	103.0	nt	107.9	98.7	100.5	107.0
Nc1nc(-c2ccccc2)c(CCCNc2ccc(C(=O)NC(CCC(=O)O)C(=O)O)cc2)c(=O)[nH]1 (stereo unspecified)	103.8	103.1	96.1	80.9	109.8	96.1	115.8	87.6
COc1cccc(-c2c(C#N)c(-c3ccc(C)cc3)nc3c2c(-c2ccccc2)nn3-c2ccccc2)c1	98.9	97.0	98.5	97.1	100.7	97.7	107.7	94.3
CC(CCN1CCN(CCC(C)CC(C)(C)C)S1(=O)=O)CC(C)(C)C (stereo unspecified)	109.3	99.5	99.4	109.8	112.1	102.3	108.1	101.7
COc1cccc2c1C(=O)OC1(OC(=O)c3ccccc31)O2 (stereo unspecified)	92.8	103.7	98.8	107.0	115.5	110.6	112.0	105.9
CCN(CCO)C(c1ccc(Cl)cc1)C(O)c1ccc(Cl)cc1 (stereo unspecified)	93.8	102.3	96.7	69.1	94.7	101.7	106.7	84.3
CC(=O)c1c(C)n(C)c2c1c(-c1ccccc1)nc1ccccc12	99.5	99.8	nt	nt	97.6	92.7	93.4	101.4
COc1ccc(C(=O)/C=C/c2ccc(Cl)cc2)cc1S(=O)(=O)NNC(=O)c1ccncc1	105.0	97.2	94.5	106.9	108.6	92.3	102.0	96.3
CS(=O)(=O)c1ccc(-c2nc3ccccc3n2CC(=O)N/N=C/c2ccc(Cl)cc2)cc1	91.4	106.9	90.8	85.0	105.5	97.3	94.0	105.5
CCOC(=O)c1sc(NCC(=O)Nc2cccc([N+](=O)[O-])c2)c(C(=O)OCC)c1C	-73.0*	-38.1*	-22.3*	-19.5*	-30.9*	7.2*	nt	-12.9*
CCOc1ccccc1/C=N/Nc1nc2ccccc2o1	nt	98.6	101.2	87.9	100.2	95.8	97.7	97.2
COCCCNCC(=O)Nc1cccc(Cl)c1	94.0	78.5	94.0	106.9	106.2	67.1	98.3	83.8
COC(=O)c1cc(-c2cc3ccccc3o2)c(C#N)c(N)n1	99.2	105.7	26.2	64.4	108.1	91.2	57.8	85.5
CCOC(=O)CCCN(c1[nH]c(C)c(C)c1C#N)S(=O)(=O)c1ccc(C)cc1	106.7	89.8	116.5	nt	101.5	91.3	101.0	109.1
COc1ccc([C@@H]2[C@@H](O)C(=O)N2c2cc(OC)c(OC)c(OC)c2)cc1	12.5	23.3	51.2	-1.8*	61.0	24.0	-28.6*	22.7
CN(C)c1ccc(/C=N/NC(=O)c2ccc(NC(=O)c3ccccn3)cc2)cc1	101.2	96.5	89.9	128.9	102.9	104.3	104.8	97.6
O=c1[nH]ccc2c1cnc1ccccc12	100.2	96.2	90.7	75.6	119.0	103.2	103.1	91.7
COc1cc(-c2cn(-c3ccc(-n4cc(-c5cc(OC)c(OC)c(OC)c5)[nH]c4=O)cc3)c(=O)[nH]2)cc(OC)c1OC	92.1	104.4	119.9	61.7	110.6	118.7	99.1	108.0
COC(=O)c1ccc(-c2nc(CSc3nc4ccccc4o3)no2)cc1	102.0	101.4	97.5	104.3	108.5	117.7	91.2	96.0
Cc1ccc(C(c2ccc(C)c(C)c2)C(O)C2OC(=O)C(O)C2O)cc1C (stereo unspecified)	102.5	96.8	111.1	nt	110.3	92.1	103.0	99.3
CC1=CC(c2ccc(Cl)cc2)N2C=CSC2=N1 (stereo unspecified)	102.4	102.5	nt	98.7	109.9	98.7	103.0	115.7
N#C/C(=C\c1cc2ccccc2nc1Cl)C(=O)c1c[nH]c2ccccc12	nt	96.3	77.1	74.9	93.1	12.2	nt	78.3
Cc1cccc(C)c1[C@H]1C[C@@](C)(O)[C@@H]2CC[C@@H](C)C[C@H]2O1	100.5	88.6	98.0	102.5	99.2	126.5	104.2	98.3
O=C1CCC23OC(C(O)c4ccccc4N12)C1C(c2ccccc2)=NOC13 (stereo unspecified)	94.2	102.2	100.3	98.7	115.3	104.9	109.7	100.3
CCCC(C)NC(=O)c1ccc(OCC)cc1 (stereo unspecified)	102.6	103.2	109.6	84.5	107.2	107.9	100.5	101.8
O=C(CCCCCCN1CC(=O)N2[C@@H](c3ccc(Cl)s3)c3[nH]c4ccccc4c3C[C@H]2C1=O)NO	51.8	73.4	49.1	34.6	37.2	16.7	19.7	61.5

No enrichment for hits, and some 12% of all compounds hit somewhere here.
